Assay outcomes from PubChem.
TLR9-MyD88 block – blocks human TLR9 binding to MyD88. AID 504734. CHO BLA complementation TLR9-MyD88, CCF4 FRET ratio. 0.21% of 340,000 active. inhibition, % at 4.98 µM;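 active means inhibition above the mean over all tested compounds plus 3 SD, cut at about 21% in these data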;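 further: 0% = DMSO only wells and 100% = clavulanate BLA inhibitor control wells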
TRAIL sens C8 – sensitizes caspase-8 expressing cells to TRAIL; 1% of 360,000 active; NB7+C8 cells + TRAIL, ATPlite viability luminescence; inhibition (viability loss, TRAIL sensitization), % at 10 µM; AID 624354;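 active means compounds causing at least 50% loss of cell viability in the single-dose screen, relative to plate controls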
NR5A2 inv ag – suppresses constitutive activity of human LRH-1; HEK293T StAR-luciferase reporter, LRH-1 transfected, 24 h; 0.13% of 360,000 active; inhibition, % at 3.6 µM;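 active means inhibition above the mean inhibition of all tested compounds plus 3 SD, cut at about 73% in these data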;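 further: 0% = DMSO wells and 100% = reporter-only cells lacking LRH-1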
EBV LMP1 NFkB – reduces LMP1-driven NF-kappaB luciferase signal; LMP1-induced NF-kappaB luciferase reporter cells, luminescence; inhibition, % at 12.5 µM; 0.69% of 350,000 active; in the data active means inhibition above about 41%; inconclusive means no clear call, values can overlap the other calls;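 further: 0% = neutral control wells and 100% = reference inhibitor control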
Vif imaging – blocks HIV Vif function. HEK293T cells, Vif self-association by quenched fluorescence, imaging, 24 h. inhibition, % at 7.49 µM. 0.35% of 340,000 active; in the data active means inhibition above about 50%, passing the limit was not always enough; inconclusive means no clear call, values can overlap the other calls; inactive means below about 31%; further: some results filed as inactive read as strong as hits
NOD2 RIPK2 PPI – inhibitors of human NOD2-RIPK2 interaction; O43353; CHO BLA complementation NOD2-RIPK2, CCF4 ratio; 0.38% of 360,000 active; inhibition, % at 4.98 µM; in the data active means inhibition above about 21%;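 further: 0% = vehicle only and 100% = reference blocker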
COUP-TFII inh – blocks human COUP-TFII nuclear receptor; P24468; HEK293T NGFI-A luciferase reporter, luminescence; inhibition, % at 8.6 µM; 0.7% of 370,000 active;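 active means inhibition above a per-plate cutoff, mean inhibition of test wells between control levels plus 3 SD, cut at about 38% in these data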;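 further: cells cotransfected with COUP-TFII expression vector driving the NGFI-A reporter; 0% = median of COUP-TF2 test wells and 100% = reporter-only cells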
SRC3 inh – inhibits human SRC3 coactivator | HEK293 GAL4-SRC3 luciferase reporter, luminescence | inhibition, % at 3.6 µM | 0.17% of 360,000 active | AID 588352;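 active means inhibition above a per-campaign cutoff, the mean of all compounds plus 3 SD, cut at about 60% in these data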;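 further: 0% = DMSO-treated cells and 100% = gossypol-treated cells at 36 µM; higher means less SRC3-driven luciferase light from the GAL4 reporter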
Target sequence (Q9Y6Q9 whole entry, looked up, the tested form may be a part): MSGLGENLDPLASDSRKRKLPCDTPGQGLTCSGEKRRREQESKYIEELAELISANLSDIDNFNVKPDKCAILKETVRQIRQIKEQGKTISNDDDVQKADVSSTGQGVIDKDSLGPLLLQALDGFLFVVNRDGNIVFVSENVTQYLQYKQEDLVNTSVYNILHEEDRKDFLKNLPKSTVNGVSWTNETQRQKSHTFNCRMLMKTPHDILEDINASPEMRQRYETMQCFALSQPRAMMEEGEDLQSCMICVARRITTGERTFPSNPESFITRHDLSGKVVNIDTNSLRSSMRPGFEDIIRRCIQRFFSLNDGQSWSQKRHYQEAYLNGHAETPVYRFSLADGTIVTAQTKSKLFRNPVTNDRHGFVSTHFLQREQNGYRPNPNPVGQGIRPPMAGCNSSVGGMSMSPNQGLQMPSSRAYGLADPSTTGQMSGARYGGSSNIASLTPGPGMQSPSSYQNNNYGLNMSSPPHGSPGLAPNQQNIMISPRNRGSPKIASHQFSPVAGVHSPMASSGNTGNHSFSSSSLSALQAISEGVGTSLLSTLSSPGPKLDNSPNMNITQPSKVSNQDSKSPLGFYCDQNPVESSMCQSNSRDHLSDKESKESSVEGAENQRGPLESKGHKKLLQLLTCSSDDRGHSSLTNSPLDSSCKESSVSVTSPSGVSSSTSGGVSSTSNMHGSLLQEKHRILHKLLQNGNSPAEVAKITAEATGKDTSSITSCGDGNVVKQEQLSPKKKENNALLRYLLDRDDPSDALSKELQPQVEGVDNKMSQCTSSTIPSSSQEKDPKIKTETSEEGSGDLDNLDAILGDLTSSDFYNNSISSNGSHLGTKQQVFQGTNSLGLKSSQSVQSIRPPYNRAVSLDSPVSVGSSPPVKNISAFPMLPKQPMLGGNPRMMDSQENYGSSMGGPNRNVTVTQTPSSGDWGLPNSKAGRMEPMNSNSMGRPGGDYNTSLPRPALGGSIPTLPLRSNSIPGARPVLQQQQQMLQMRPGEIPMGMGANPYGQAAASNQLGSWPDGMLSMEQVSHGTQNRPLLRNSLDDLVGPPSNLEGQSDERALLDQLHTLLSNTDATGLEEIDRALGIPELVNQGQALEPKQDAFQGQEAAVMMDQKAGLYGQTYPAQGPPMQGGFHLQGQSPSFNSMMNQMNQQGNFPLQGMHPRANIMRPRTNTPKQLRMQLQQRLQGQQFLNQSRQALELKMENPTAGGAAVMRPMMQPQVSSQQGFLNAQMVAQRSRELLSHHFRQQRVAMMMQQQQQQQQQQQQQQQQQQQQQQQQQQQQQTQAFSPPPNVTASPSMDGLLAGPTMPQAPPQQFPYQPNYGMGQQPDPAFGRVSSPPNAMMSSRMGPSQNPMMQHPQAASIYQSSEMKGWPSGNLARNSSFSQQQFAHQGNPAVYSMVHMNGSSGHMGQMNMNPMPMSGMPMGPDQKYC
SRC2 inh – inhibits human steroid receptor coactivator 2; Q15596; AID 651957; inhibition, % at 9 µM; HEK293 GAL4-SRC2 luciferase reporter, luminescence; 0.17% of 370,000 active;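 active means inhibition above the mean inhibition of all tested compounds plus 3 SD, set per campaign, cut at about 52% in these data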;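 further: 0% = DMSO treated cells and 100% = cells given Gossypol at 36 µM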
SRC1 inh – inhibits human SRC1 coactivator; 0.12% of 360,000 active; AID 588354; Q15788; inhibition, % at 3.6 µM; HEK293 GAL4-SRC1 luciferase reporter, luminescence;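 active means inhibition above the campaign mean plus 3 SD, with each screening campaign given its own cutoff, cut at about 60% in these data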;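 further: 0% = DMSO treated cells and 100% = gossypol at 36 µM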
TROY NFkB inh – TROY signaling inhibition; 0.98% of 360,000 active; inhibition, % at 10 µM; AID 1347056; Q293 LMP1-TROYcd NF-kB luciferase reporter, 4 h;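 active means compounds whose plate-normalised and pattern-corrected inhibition of the luciferase reporter signal at the single screening dose is 50% or more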
* hit, by the source's call; ? = inconclusive; . = no result given. Not all compounds are listed; the hit share may differ from the screen's.

SMILES	TLR9-MyD88 block	TRAIL sens C8	NR5A2 inv ag	EBV LMP1 NFkB	Vif imaging	NOD2 RIPK2 PPI	COUP-TFII inh	SRC3 inh	SRC2 inh	SRC1 inh	TROY NFkB inh
Cc1nc2ccc(NC(=O)CCS(=O)(=O)c3ccccc3)cc2s1	3	-3	-70	-16	0	-6	-31	-33	-48	-54	-35
CCN(CCn1cccn1)C(=O)C1CCC(=O)N(CC2CCCCC2)C1 (stereo not drawn)	6	-4	9	4	-10	-10	3	-4	-35	-11	-23
CCCN(CCC)S(=O)(=O)c1cccc(C(=O)N=c2sccn2C)c1	-1	30	-21	1	-9	2	10	-7	-13	-116	11
CC(=O)N1CCc2c(sc(NC(=O)CS(=O)(=O)c3ccc(F)cc3)c2C(N)=O)C1	-5	-6	14	3	.	-5	5	6	4	21	0
Oc1ccc(C(=S)N2CCCCCC2)cc1	-1	-9	18	3	12	-4	-4	9	7	2	-16
COc1ccc(-c2ccc(C(=O)Nc3ccccc3)c3occc23)c(C)c1	.	23	-117	.	-14	-2	-40	-80	-28	-105	14
CSCCC(C(=O)NCc1ccccc1)n1c(C2CCN(C(C)=O)CC2)nc2ccccc21 (stereo not drawn)	.	0	12	.	.	1	-28	.	-13	.	.
CCOC(=O)C1CCCN(S(=O)(=O)c2ccc(-c3cc(C)no3)s2)C1 (stereo not drawn)	-11	22	12	0	1	-2	11	0	-20	2	1
Cc1nc2c(C)cccn2c1/C(O)=C1\C(=O)C(=O)N(CCN(C)C)C1c1ccncc1 (stereo not drawn)	-4	9	-7	-3	0	9	4	-3	-36	-12	6
O=C(C1CCN(S(=O)(=O)c2cccc3cccnc23)CC1)N1CCN(c2ccccc2)CC1	4	-7	10	15	6	-7	-3	4	-15	2	4
COc1ccc2oc(C(=O)OCC(=O)NCc3ccc(OC)c(OC)c3)c(C)c2c1	4	16	11	2	-4	10	0	-1	-3	16	22
COC(=O)C1=C(C(=O)OC)C(c2ccc(OC)c(OC)c2)c2sc(=O)[nH]c2S1 (stereo not drawn)	-3	1	11	4	2	-11	-7	11	7	-23	-16
CCOc1ccc(S(=O)(=O)N2CCN(C(=S)NCc3ccco3)CC2)cc1	16	0	15	-9	-6	5	2	2	-1	-7	0
CCOC(=O)N1CCC(=NNC(N)=O)CC1	-3	4	13	-6	0	8	-14	-1	14	8	9
O=C(COC(=O)c1ccc(Br)o1)NC1CCCCC1	0	-10	10	-10	4	0	-8	9	-3	5	-6

Three compounds out of the list above, ordered by their value in NOD2 RIPK2 PPI, largest number first:
structure | TLR9-MyD88 block | NR5A2 inv ag | EBV LMP1 NFkB | Vif imaging | NOD2 RIPK2 PPI | COUP-TFII inh | SRC3 inh | SRC2 inh | SRC1 inh
COc1ccc2oc(C(=O)OCC(=O)NCc3ccc(OC)c(OC)c3)c(C)c2c1 | 4 | 11 | 2 | -4 | 10 | 0 | -1 | -3 | 16
O=C(COC(=O)c1ccc(Br)o1)NC1CCCCC1 | 0 | 10 | -10 | 4 | 0 | -8 | 9 | -3 | 5
CCOC(=O)C1CCCN(S(=O)(=O)c2ccc(-c3cc(C)no3)s2)C1 (stereo not drawn) | -11 | 12 | 0 | 1 | -2 | 11 | 0 | -20 | 2

Additional structures:
SMILES	TLR9-MyD88 block	TRAIL sens C8	NR5A2 inv ag	EBV LMP1 NFkB	Vif imaging	NOD2 RIPK2 PPI	COUP-TFII inh	SRC3 inh	SRC2 inh	SRC1 inh	TROY NFkB inh
CCCCNC(=O)N1CCN(C/C=C/c2ccccc2)CC1	-8	-1	6	-6	1	-1	-14	5	4	-15	9
CC(=O)N1CCCC(C(=O)c2ccc3c4c(cccc24)CC3)C1 (stereo not drawn)	-3	2	0	5	3	-3	0	14	15	7	-23
Oc1ccc(-c2nncn2-c2ccccc2)cc1	-3	-4	-16	5	-14	6	19	21	2	-4	-9
COc1ccc(-n2nnnc2CNC(=O)c2ccc(S(=O)(=O)N3CCOCC3)cc2)cc1	5	0	-18	-2	10	2	11	-9	8	-6	8
Cc1ccc2c(c1)cc(C(=O)N[C@@H](Cc1ccccc1)C(=O)O)n2C	-7	-24	0	7	0	-2	12	4	-16	9	-2
CCc1ccccc1NC(=O)COC(=O)c1c(C)nsc1NC	-1	0	22	?	-7	-7	13	-1	21	13	7
O=C(COC(=O)c1c(F)cccc1F)NCCNC(=O)COC(=O)c1c(F)cccc1F	7	-10	-12	-2	-1	-11	-10	4	3	-15	5
CCOCCCNc1nc2c(-c3ccccc3)nnn2c2ccccc12	-7	-9	21	-4	1	2	-11	4	-2	-4	-20
CN(CC(=O)N1CCN(C2CCCCC2)CC1)S(=O)(=O)c1cccc2nsnc12	4	3	-8	-7	-1	-4	-4	17	-22	-26	1
CCOC(=O)CN1CC(C)(C)N(CC(=O)OCC)CC1(C)C	4	10	2	0	-2	3	4	2	-7	-5	15
CC(=O)c1cccc(NC(=O)CSC(=O)c2ccccc2)c1	3	-4	12	-2	-5	11	17	21	5	10	17
Cc1ccc(NC(=O)C2CCCN2C(=O)OCc2ccccc2)cc1C (stereo not drawn)	-4	-5	-11	-5	-1	-14	10	-14	1	1	-3
C=CCN(CC=C)C(=O)c1ccc(OC2CCN(C(C)=O)CC2)c(OC)c1	1	4	-20	4	33	-11	9	-19	6	6	12
COc1ccc(-c2cc3c(c4c2ccn4C)C2CCC3O2)cn1 (stereo not drawn)	.	2	-13	.	.	2	5	-1	4	-3	-2
CCCN(CCC)CCNC(=O)C1CCN(Cc2nc(-c3ccc(Cl)cc3)oc2C)CC1	3	6	20	-56	1	-10	3	4	13	12	-5
CC(C(=O)N=Nc1c(O)[nH]c2ccccc12)n1cnc2ccccc2c1=O (stereo not drawn)	-1	-4	11	61*	5	2	11	5	-10	9	23
Cc1cc(NS(=O)(=O)c2ccc(NC(=O)COc3ccccc3C(C)C)cc2)no1	3	-2	0	5	3	-5	-12	-25	-27	11	-1
CC(C)(C)c1ccc(/C=C(\c2nc3ccccc3[nH]2)S(=O)(=O)c2ccccc2)cc1	2	21	41	3	-3	6	.	30	.	0	46
Cc1ccc(N2C(=O)N3[C@@H]4c5ccccc5OC[C@@H]4[C@@H](c4ccccc4)[C@@]3(C)C2=O)cc1	5	-2	15	0	-13	-10	6	3	-12	-4	-8
NC(=O)c1c(NC(=O)CCCn2cnc([N+](=O)[O-])n2)sc2c1CCCC2	6	4	-2	-2	1	-2	-6	1	22	8	12
O=C(O)c1ccc2c(c1)C(=O)N(c1ccc(Cl)cn1)C2=O	3	0	13	4	8	-10	-1	-2	-11	1	-5
CC(C)(C)C(=O)Cn1c(=N)n(Cc2ccccc2Cl)c2ccccc21	9	10	-2	-13	.	4	9	9	12	-13	2
Clc1cccc(OCCCCN2CCCCC2)c1	4	-15	-4	9	-2	0	-11	6	6	3	-8
CN1CCN(C(=O)/C(=C/c2cccc([N+](=O)[O-])c2)NC(=O)c2ccccc2)CC1	4	8	-5	2	20	-9	-9	-17	3	8	21
CCCN1CCC2(CC1)C(C#N)=C(N)Oc1c2sc2nc(C)cc(C)c12	3	-8	19	-7	-2	-2	-10	-5	-35	-9	4
Cc1ccc2c(c1C)-c1c(ccc(C)c1C)C(=O)C2=O	-7	58*	47	0	-3	6	-49	44	37	-2	61*
N#CCCn1nnc2ccccc21	3	-6	1	-2	8	-11	-11	-19	12	4	-16
O=C(N/C=C/c1ccc(Cl)cc1)NCc1ccc(Cl)cc1	8	-1	-10	-7	.	2	-8	6	-32	-2	-29
COc1ccc(-c2nc(S(=O)(=O)c3ccc(C)cc3)c(N3CCCC3)o2)cc1	-11	0	3	-22	0	-2	-3	12	-29	0	-24
Cc1c(Br)c(C(=O)NCc2cc3cc(Cl)ccc3[nH]2)nn1C	13	-4	9	0	-9	2	3	-9	26	-28	-12
O=C(O)Cn1ccnc1	-10	-16	5	1	14	0	-1	-13	1	-3	6
COc1cccc(C(=O)N(Cc2cc3cc(C)ccc3[nH]c2=O)CC2CCCO2)c1 (stereo not drawn)	-1	-18	11	-2	15	-7	-7	-3	-11	7	8
CCC1(c2ccc(F)cc2)NC(=O)N(CC(=O)Nc2ccc(C)c(S(=O)(=O)N3CCOCC3)c2)C1=O (stereo not drawn)	-9	15	12	3	-4	-10	0	13	-9	-11	-8
O=C(NNC(=S)NC1CCCCC1)c1ccc(Cl)s1	10	6	-47	-12	-13	-3	-20	-59	-38	-43	-31
Cc1ccc(NC(=O)CCCC(=O)OC(C)C(=O)c2ccccc2)cc1 (stereo not drawn)	9	-23	-1	1	-6	6	-2	5	5	-17	5
Cc1ccc2occ(/C=N/NC(=O)c3ccc(Cl)cc3)c(=O)c2c1	-3	-2	-15	-5	-2	-2	-2	1	14	13	20
CN1CCN(S(=O)(=O)c2cccc(C(=O)Nc3cccc(S(N)(=O)=O)c3)c2)CC1	-57	-17	-13	3	-2	-5	12	-5	-16	-18	14
Cc1ccc2cc(S(=O)(=O)NCCCC(=O)O)ccc2c1	5	4	4	7	-1	-5	-7	-40	-7	-8	8
CCN(C[C@H]1N[C@@](C)(C(=O)OC)[C@H]2C(=O)N(Cc3ccccc3)C(=O)[C@@H]12)S(=O)(=O)c1ccc(OC)cc1	6	-3	-1	-11	-5	4	20	2	3	-7	-1
O=C(COC(=O)c1ccc[n+]([O-])c1)Nc1ccc([N+](=O)[O-])cc1Cl	-12	3	50	-7	-3	-2	-19	6	-12	2	-1
Cc1ncsc1CCOC(=O)c1cccnc1	1	-9	6	-2	-7	10	-1	-26	13	-4	-16
COc1cccc(-n2nc(C(=O)N3CC(C)CC(C)C3)c3ccccc3c2=O)c1 (stereo not drawn)	-5	1	0	-2	-4	-3	10	10	25	5	-14
Cc1nn(-c2ccccc2)c(Cl)c1C(=O)OCC(=O)NCCc1ccccc1	1	11	9	6	1	1	1	9	2	3	-6
O=C(Nc1ccccc1-c1ccccc1)c1cccc(C(F)(F)F)c1	-9	-4	-2	3	-6	-1	0	-2	-3	0	-9
COc1ccc(C2=C(Nc3ccc(C)cc3)c3ccccc3C2=O)cc1	-1	-2	-12	-1	2	-12	-5	8	-13	8	-3
COc1ccc(F)cc1S(=O)(=O)NCc1ccccc1	5	-10	11	0	5	-3	2	9	-5	-27	2
CCOC(=O)c1c(C(=O)OCC)c(C)n(N2C(=O)CSC2=S)c1C	-3	-14	-6	-1	-7	10	-4	4	-1	18	1
O=C(NCc1ccc(F)c(F)c1)C1CCC(=O)N(CC2CCCCC2)C1 (stereo not drawn)	-1	1	6	-2	-10	-7	8	5	-52	9	-2
COCC(=O)N1C[C@H]2CON(C)[C@H]2C[C@H]1c1cccc(-c2ccccc2OC)c1	7	4	-8	-3	.	6	-17	5	-25	11	4
Cc1ccc2nc(C3CCCCC3)c(Cc3ccccc3)n2c1	.	-4	19	.	.	-5	12	13	-7	-5	-8
CCOC(=O)c1cc2c(C)n(-c3ccc(C)cc3)c(C)c2ccc1=O	0	59*	-20	-25	-46	-7	41*	-31	-12	-30	-4
C[C@H](NS(=O)(=O)c1ccc(Cl)cc1)C(=O)OCC(=O)c1ccc[nH]1	-4	-12	2	-6	?	-27	-17	23	-3	16	10
CN(CC(=O)Nc1ccccc1C(=O)Nc1ccccc1)C1CCCCC1	-5	-16	-2	-13	6	-5	-6	11	10	7	7
